D1 potentiator – enhances dopamine response at the human D1 receptor. HEK293 TREx D1 cells, calcium flux, dopamine EC20 potentiation. potentiation, % at 10 µM. hit rate 0.036% among 360,000. P21728; in the data active means potentiation above about 30%; further: 0% is about no effect
Target sequence (P21728 whole entry, looked up): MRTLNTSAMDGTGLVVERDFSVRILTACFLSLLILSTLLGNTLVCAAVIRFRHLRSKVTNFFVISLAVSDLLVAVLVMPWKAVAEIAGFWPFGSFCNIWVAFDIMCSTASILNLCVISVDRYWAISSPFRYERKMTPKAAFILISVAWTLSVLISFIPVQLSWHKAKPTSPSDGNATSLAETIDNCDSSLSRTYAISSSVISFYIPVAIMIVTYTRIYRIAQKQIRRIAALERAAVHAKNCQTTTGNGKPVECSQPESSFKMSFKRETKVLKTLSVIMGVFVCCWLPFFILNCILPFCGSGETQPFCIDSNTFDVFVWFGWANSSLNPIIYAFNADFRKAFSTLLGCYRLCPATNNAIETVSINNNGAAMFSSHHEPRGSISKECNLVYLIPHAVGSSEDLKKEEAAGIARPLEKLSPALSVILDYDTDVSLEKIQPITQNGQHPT
Anesthetic bind – binds horse apoferritin like a general anesthetic; P02791; apoferritin/1-aminoanthracene competitive binding, fluorescence; Potency, µM (highest dose often 77.5 µM), for the others: at the highest dose activity change, negative = displacement, usual class: inhibitors; hit rate 0.074% among 350,000; AID 485281; further: potency means the concentration at half of the fitted maximal effect; on the % scale 0 is the no-effect control and ±100 the full control effect; nearly all actives have a fitted effect of over 20% in size
Target sequence (P02791 2-175 limits assumed): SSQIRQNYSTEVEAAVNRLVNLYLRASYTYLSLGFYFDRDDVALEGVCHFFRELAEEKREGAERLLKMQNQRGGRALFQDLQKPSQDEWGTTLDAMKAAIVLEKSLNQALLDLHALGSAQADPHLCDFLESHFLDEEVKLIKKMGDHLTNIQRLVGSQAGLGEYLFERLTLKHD
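Steps: apoferritin (10 uM) was premixed with half-saturated 1-AMA in PBS, compounds were pin-transferred, plates stood 10 min at room temperature, fluorescence was read at 380/535 nm, and curves were fitted with a Hill equation.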
TRHR agonist – TRH receptor (human) agonism. P34981. TRHR cells, calcium flux fluo-8, FDSS agonist mode. activation, % at 2 µM. hit rate 0.18% among 360,000. AID 493084; in the data active means activation above about 30%; further: 0% is about no effect
Target sequence (P34981 whole entry, looked up): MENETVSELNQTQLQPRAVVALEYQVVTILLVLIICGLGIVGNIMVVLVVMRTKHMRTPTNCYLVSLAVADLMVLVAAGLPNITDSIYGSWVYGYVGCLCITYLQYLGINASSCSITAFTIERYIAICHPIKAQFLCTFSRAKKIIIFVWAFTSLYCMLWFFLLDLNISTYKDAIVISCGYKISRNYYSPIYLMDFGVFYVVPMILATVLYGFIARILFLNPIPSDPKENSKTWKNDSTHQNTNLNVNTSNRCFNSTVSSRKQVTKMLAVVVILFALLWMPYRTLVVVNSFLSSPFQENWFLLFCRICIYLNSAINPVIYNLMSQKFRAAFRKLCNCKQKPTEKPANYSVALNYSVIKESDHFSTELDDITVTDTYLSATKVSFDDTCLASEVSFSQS
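TRHR-expressing cells, plated overnight in medium with 10% serum, were loaded with fluo-8 calcium dye at room temperature. After a 10 s baseline, library compound was pin-added and calcium release was recorded kinetically (ex 480/em 530) as agonist response.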
D2 potentiator – D2 dopamine receptor (human) potentiation; P14416; HEK293 T-REx D2, calcium flux, EC20 dopamine potentiation; potentiation, % at 10 µM; hit rate 0.34% among 340,000; AID 485347;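 active means potentiation over 3 SD above the plate norm, cut at about 30% in these data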; further: 0% is about no effect
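Tetracycline-induced HEK293 T-REx cells force-coupled to calcium signalling expressed D2; compounds were pin-added after a 10 s baseline, read kinetically 180 s, then an EC20 dopamine challenge followed with a further 180 s calcium read.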
TRHR enhancer – allosterically enhances the human TRH receptor; P34981; TRHR cells, fluo-8 calcium fluorescence, EC20 TRH enhancement; enhancement, % at 2 µM; hit rate 0.66% among 360,000; in the data active means enhancement above about 30%; further: 0% is about no effect
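Enhancer read-out: after compound pinning and an initial kinetic agonist-mode read, an EC20 of TRH (10 nM final) was injected and fluo-8 calcium signal (Ex 480/Em 530) followed at 1 s/cycle for 100 cycles in TRHR-expressing cells.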
RXFP1 ag – agonists of human relaxin receptor RXFP1; hit rate 0.3% among 370,000; Potency, µM (series often up to 57.5 µM), for the others: at the top dose activation, usual class: activators; HEK293T-RXFP1 cAMP TR-FRET, 30 min; response scale: percent of porcine relaxin response, buffer zero; Q9HBX9; AID 2676; further: potency means the concentration at half of the fitted maximal effect; on the % scale 0 is the no-effect control and ±100 the full control effect; nearly all actives have a fitted effect of over 60% in size; many of its hits are not listed in these tables
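HEK293T cells stably expressing RXFP1 were pretreated with the PDE4 inhibitor Ro 20174, exposed to compounds for 30 min at 37C, lysed, and cAMP was read by TR-FRET. Data normalized to buffer (basal) and 29 nM porcine relaxin (100%).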
RXFP1 antagonist – blocks the human relaxin receptor RXFP1; hit rate 0.59% among 350,000; activity change, negative = inhibition, % at 57.5 µM; AID 1259400; HEK293-RXFP1, relaxin-stimulated cAMP HTRF, 30 min; hits give low values;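 active means activity change of -60% or lower, but not beyond a set lower limit; inconclusive means change between -60% and -40%, or beyond the set limit; inactive means change above -40%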; further: on the % scale 0 is the no-effect control and ±100 the full control effect
D1 ag – human D1 receptor agonism; P21728; HEK293 T-REx D1 cells, calcium flux, agonist mode; activation, % at 2 µM; hit rate 1% among 360,000; AID 504660; in the data active means activation above about 30%; further: 0% is about no effect
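Inducible HEK293 T-REx D1 cells, force-coupled to calcium signalling, were plated at 4000 cells/well with tetracycline and held overnight at 30 C. After no-wash calcium dye loading, compound-evoked calcium rise over 180 s flagged agonists.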
D1 antagonist – blocks dopamine activation of the human D1 receptor. hit rate 3.2% among 360,000. activity change, negative = inhibition, % at 10 µM. HEK293 TREx D1 cells, calcium flux, dopamine EC80; hits give low values. P21728; in the data active means activity change below about -30%; further: on the % scale 0 is the no-effect control and ±100 the full control effect
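Inducible Hek293 Trex D1 cells (tetracycline, overnight, 30 C). Calcium dye 30–90 min RT. Antagonist mode: EC80 dopamine added after 180 s compound read.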
The depositor's hits bear a star; ? = inconclusive; . = no result given; & = joins results of further samples; [ ] = another dose, or the depositor's remark. Unless noted, the call rests on the fitted dose curve; in most records, active means well fitted curve in the direction sought with a large enough effect; inconclusive means small, poorly fitted or top-dose-only effect, or another doubt; inactive means no such curve, though single readings can be large; an effect the other way counts as inactive or inconclusive.

Start of the data: the first 4 compounds, ahead of the listing:
canonical_smiles,D1 potentiator,Anesthetic bind,TRHR agonist,D2 potentiator,TRHR enhancer,RXFP1 ag,RXFP1 antagonist,D1 ag,D1 antagonist
COc1ccc(/C=N/c2nc3ccccc3n2CCN2CCCCC2)cc1OC,-2,-12%,0.1,3,-1,-2.9%,-1,4,-7
Nc1cc(N2CCOCC2)c(Cl)cc1[N+](=O)[O-],2,-14%,0.1,7,0,0.0%,8,2,1
O=C1CCC(=O)N1CN(C(=O)c1ccco1)c1ccc(Cl)c(Cl)c1,-8,3%,-0.5,17,-4,0.7%,2,1,-19
C=CCOc1ccc(C(=O)Nc2ccc3c(c2)n(C)c(=O)n3C)cc1,3,-10%,-1.0,0,6,-1.6%,-4,5,-16

The whole of this part, from the start:
canonical_smiles,D1 potentiator,Anesthetic bind,TRHR agonist,D2 potentiator,TRHR enhancer,RXFP1 ag,RXFP1 antagonist,D1 ag,D1 antagonist
COc1ccc(/C=N/c2nc3ccccc3n2CCN2CCCCC2)cc1OC,-2,-12%,0.1,3,-1,-2.9%,-1,4,-7
Nc1cc(N2CCOCC2)c(Cl)cc1[N+](=O)[O-],2,-14%,0.1,7,0,0.0%,8,2,1
O=C1CCC(=O)N1CN(C(=O)c1ccco1)c1ccc(Cl)c(Cl)c1,-8,3%,-0.5,17,-4,0.7%,2,1,-19
C=CCOc1ccc(C(=O)Nc2ccc3c(c2)n(C)c(=O)n3C)cc1,3,-10%,-1.0,0,6,-1.6%,-4,5,-16
CC(=O)c1ccc(Nc2c([N+](=O)[O-])ccc3nonc23)cc1,7,-9%,0.5,-1,9,-0.4%,-5,-2,-11
COc1ncnc2sc3c(c12)CCCC3,-1,-11%,0.4,-15,1,-0.4%,12,-2,-5
O=C(Nc1ccc(Nc2ccccc2)cc1)Nc1ccccc1Cl,-2,?,1.0,-18,18,0.8%,-34,1,-29
Cc1ccc(S(=O)(=O)Nc2ccc(=O)n(Cc3ccc(Cl)c(Cl)c3)c2)cc1,5,-3%,-0.4,23,0,-0.6%,6,0,23
O=C(NNS(=O)(=O)c1ccc(Cl)cc1)c1cccs1,-2,-8%,0.2,8,1,3.6%,-1,3,-6
CC(C)C(=O)N1CCN(c2cc(N3CCN(C)CC3)c(F)cc2[N+](=O)[O-])CC1,-4,-20%,-1.5,.,-6,6.0%,7,2,1
CC1(C)NC(=O)N(CCCOc2ccc(Br)cc2Cl)C1=O,-3,-14%,0.3,8,-2,0.8%,-19,8,4
Cc1c(Cl)c([N+](=O)[O-])nn1CCCC(=O)Nc1cccnc1,1,-9%,-0.2,8,4,2.3%,1,5,2
COc1ccccc1CN(CC(=O)NCc1ccco1)C(=O)CNS(=O)(=O)c1ccc(C)cc1,-4,-4%,-1.2,-3,-2,3.3%,10,1,-2
CCCCCCCCCCCCS[C@H]1CS(=O)(=O)C[C@@H]1O,0,?,0.3,9,7,2.7%,5,3,-1
OC(CNCC1CCCO1)COc1ccc(OCC(O)CNCC2CCCO2)cc1 (configuration not stated),0,3%,0.0,43*,5,2.1%,-22,2,3
CCc1ccc(NC(=O)COn2nnc3ccc(S(=O)(=O)N(C)C)cc32)cc1,1,?,-0.7,3,13,0.9%,-6,15,-15
Nc1nc(Nc2ccccc2F)nc(N2CCCC2)c1[N+](=O)[O-],-7,-15%,-0.7,7,-23,0.9%,-3,3,8
Cc1ccc(C(OCC(O)CN2CCCCC2CO)c2ccccc2)cc1 (configuration not stated),-8,-9%,0.6,-5,3,-0.6%,-2,1,-2
CC(=O)c1ccc(C(=O)NC2CCCN(Cc3ccc(Cl)cc3)C2)s1 (configuration not stated),-8,?,-1.0,-16,-2,3.0%,-3,0,-7
O=C(c1ccccc1SCc1ccccc1)N1CCCCCC1,-1,-11%,-2.9,-1,-6,1.0%,-8,12,-5
O=C(CCNS(=O)(=O)c1ccc(Br)cc1)NCc1ccco1,-4,.,-0.3,.,-5,2.0%,-1,0,4
CCCOc1nc(C)cc(COC)c1C(N)=O,10,-1%,0.3,5,19,-1.6%,19,-2,-8
CN(C)NC(=O)c1cccc(Cl)c1,-2,6%,0.4,-1,-2,0.0%,12,3,1
Cc1ccc(CN(C(=O)COc2ccc([N+](=O)[O-])cc2)c2ccccn2)o1,-1,-14%,-0.6,-9,5,1.7%,.,-3,6

Of the compounds above, these have four or more nitrogen atoms:
canonical_smiles,D1 potentiator,Anesthetic bind,TRHR agonist,D2 potentiator,TRHR enhancer,RXFP1 ag,RXFP1 antagonist,D1 ag,D1 antagonist
COc1ccc(/C=N/c2nc3ccccc3n2CCN2CCCCC2)cc1OC,-2,-12%,0.1,3,-1,-2.9%,-1,4,-7
CC(=O)c1ccc(Nc2c([N+](=O)[O-])ccc3nonc23)cc1,7,-9%,0.5,-1,9,-0.4%,-5,-2,-11
CC(C)C(=O)N1CCN(c2cc(N3CCN(C)CC3)c(F)cc2[N+](=O)[O-])CC1,-4,-20%,-1.5,.,-6,6.0%,7,2,1
Cc1c(Cl)c([N+](=O)[O-])nn1CCCC(=O)Nc1cccnc1,1,-9%,-0.2,8,4,2.3%,1,5,2
CCc1ccc(NC(=O)COn2nnc3ccc(S(=O)(=O)N(C)C)cc32)cc1,1,?,-0.7,3,13,0.9%,-6,15,-15
Nc1nc(Nc2ccccc2F)nc(N2CCCC2)c1[N+](=O)[O-],-7,-15%,-0.7,7,-23,0.9%,-3,3,8

(more compounds)
canonical_smiles,D1 potentiator,Anesthetic bind,TRHR agonist,D2 potentiator,TRHR enhancer,RXFP1 ag,RXFP1 antagonist,D1 ag,D1 antagonist
O=C(Nc1ccccn1)c1ccc([N+](=O)[O-])cc1Cl,-2,-11%,-0.3,-6,-5,0.8%,3,2,-7
CCCCNC(=O)CSc1nc2ccccc2c(=O)n1CC1COc2ccccc2O1 (configuration not stated),-2,-10%,0.4,10,-2,3.6%,-11,3,11
O=C(Oc1ccc(C(=S)N2CCOCC2)cc1)c1cc([N+](=O)[O-])cc([N+](=O)[O-])c1,2,-10%,1.3,9,-1,0.8%,-3,1,-1
CCOC(=O)c1ccc(NC(=O)c2c(NCc3sccc3C)sc3c2CCC(C)C3)cc1 (configuration not stated),1,-6%,0.2,15,14,3.9%,-14,-2,5
Cc1ccsc1/C=C1/C(=O)NN(c2ccccc2)C1=O,-3,-10%,0.5,3,4,4.1%,-12,1,31
O=C(NCCN1CCN(C(=O)c2ccc([N+](=O)[O-])cc2)CC1)C(=O)NCc1ccccc1,-4,-7%,0.3,12,8,-1.6%,7,0,-4
CCC1=NNC(=O)C(CC(=O)Nc2ccccc2)c2cc(OC)c(OC)cc21 (configuration not stated),-6,1%,0.2,0,4,2.5%,-12,3,4
COc1ccc(-n2c(C)c(C(C)=O)c(C(C)=O)c2C)cc1,-2,-2%,0.6,-12,-5,0.9%,-18,3,-9
COc1ccccc1N1CCN(C(=O)c2c(-c3ccccc3Cl)noc2C)CC1,2,-15%,0.2,-9,-2,1.3%,-21,6,-4
CCCS(=O)(=O)N1CCCC(C(=O)NCCN(CC)CC)C1 (configuration not stated),-5,-5%,0.3,6,-2,2.2%,-8,0,-20
O=C1c2ccccc2-c2cccc(C(=O)N3CCCCC3)c21,0,3%,0.2,-8,-1,0.7%,-17,0,-11
Cc1ccc2c(CC(=O)N3CCN(S(=O)(=O)c4cccs4)CC3)coc2c1,-4,-2%,0.0,5,1,-0.9%,-4,-1,-3
CCCNC(=O)c1csc(Nc2cccc3ccccc23)n1,-11,-20%,-1.0,5,-2,-0.8%,21,2,-16
CSc1ccccc1NC(=O)CO/N=C(\C)c1cc2ccccc2o1,3,-11%,0.4,13,-2,-1.4%,-10,13,0
COc1ccc(-c2csc(NC(=O)C3CCN(c4ncnc5sc(C)c(C)c45)CC3)n2)cc1OC,6,.,0.2,-4,-3,1.0%,0,7,0
CCC(=O)Nc1nnc(S(=O)(=O)N2CCc3ccccc32)s1,-4&-1,?,2.5&0.0,7&6,21&-2,1.1%&-0.8%,-2,0&2,8&-6
O=C(COc1ccc(Cl)cc1)NC(=S)Nc1ccccc1N1CCOCC1,10,-3%,0.8,13,4,-1.6%,-8,2,-19
COc1ccc(C(C[N+](=O)[O-])c2c(C)[nH]n(-c3ccccc3)c2=O)cc1 (configuration not stated),-2,-9%,3.5,-5,2,1.2%,-13,1,4
COc1ccc(/C=C2\SC(=S)N(NC(=O)c3csc4c3CCCC4)C2=O)cc1,-6,?,-0.3,7,-8,0.9%,-29,4,-1
S=C(NCCc1ccccc1)NCC(c1ccco1)N1CCCCC1 (configuration not stated),-5,-17%,1.6,.,-5,-0.7%,-11,1,.
c1ccc2c(NCCCN3CCOCC3)c3ccccc3nc2c1,-6,30%[activator],9.1,7,7,7.9%,.,1,1
O=C(/C=C/c1cccnc1)c1cc(F)ccc1O,-2,7%,-0.3,-13,1,0.9%,-1,4,-8
COc1ccc(NC(=O)c2c(SC)nsc2SC)cc1,0,-8%,-1.0,-1,-3,14%,-19,0,21
COC(=O)c1ccc(Cl)c(S(=O)(=O)N2CCCC2)c1,-1,-2%,-0.9,7,3,0.8%,25,1,3
CC(=O)/C(=C/N(C)C)C(=O)Nc1ccc(Cl)cc1Cl,0,-7%,-0.5,-5,4,-0.7%,-3,9,0
CC(=O)Nc1ccc(S(=O)(=O)N2CCN=C2SCc2ccc(F)cc2)cc1,-20,-13%,-0.9,10,-2,-1.3%,4,37*,-26
Nc1nc(NC(=O)/C=C/c2ccc(F)cc2)nn1-c1ccccc1,7,-3%,-0.4,3,-1,4.9%,-1,2,8
Cc1cc(NC(=O)CSc2nc3c(C)c(C)ccc3cc2C)no1,-5,16%,-0.2,1,4,?,0,1,9
O=c1ccccn1CCOc1ccccc1Cl,0,-15%,0.6,.,3,1.2%,-1,1,61
Cn1c(C(=O)O)cc2cc(F)ccc21,-6,-14%,1.2,5,1,1.9%,-16,2,-15
Cc1ccc(S(=O)(=O)N2CCC(C(=O)N3CCN(c4ccccn4)CC3)CC2)cc1,-9,-11%,-1.0,-6,9,-1.1%,-4,0,-1

These rows are one share of the data; the hit share may differ from the screen's.
